BLM helicase inh = inhibitors of human Bloom syndrome helicase BLM | Potency, µM (titrated, usually from 56.1 µM), for the others: at the top dose activity change, negative = inhibition, usual class: inhibitors | recombinant BLM DNA unwinding, fluorescence dequenching | AID 2528 | hit rate 0.2% among 350,000 | P54132;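 note: potency is the fitted concentration of half-maximal effect; plate controls were vehicle for no effect and no enzyme for full effect; nearly all actives have a fitted effect of over 35% in size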
Pol iota inh = blocks human DNA polymerase iota activity; Q9UNA4; Pol iota fluorescent replication assay, 10 min; Potency, µM (doses to about 115 µM), without a hit: at the highest dose activity, negative = inhibition, most hits filed as inhibitors; hit rate 1% among 390,000; AID 588590; note: potency is the fitted concentration of half-maximal effect
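Pol iota at 10 nM preincubated 15 min with compounds at room temperature; reaction started with fluorescent substrate, 50 nM final. Fluorescence read kinetically at 0 and 10 min; buffer-only wells as negative control.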
Pol beta inh = blocks human DNA polymerase beta activity | hit rate 1.3% among 340,000 | Potency, µM (doses to about 114 µM), for inactives: top-dose activity change, negative = inhibition, actives largely listed as inhibitors | Pol beta primer extension/strand displacement, fluorescence kinetic | AID 485314 | P06746; note: potency is the fitted concentration of half-maximal effect; % is set by controls: 0 for no effect and ±100 for the full control effect
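Kinetic readout of DNA synthesis with strand displacement by Pol beta. Compound and 10 nM enzyme sit 15 min at room temperature; 50 nM substrate starts the reaction, read immediately and at 10 min.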
Pol kappa inh = blocks human DNA polymerase kappa activity; Q9UBT6; purified Pol kappa, fluorescent DNA synthesis assay, 10 min; Potency, µM (highest dose often 107 µM), for the others: top-dose activity, negative = inhibition, hits mostly inhibitors; hit rate 0.53% among 400,000; AID 588579; note: potency is the fitted concentration of half-maximal effect; % is set by controls: 0 for no effect and ±100 for the full control effect
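Enzyme at 10 nM met test compounds for 15 min at room temperature. Substrate addition (50 nM final) began the reaction, which was monitored by fluorescence at 0 and 10 min.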
LDHA inh = inhibitors of human lactate dehydrogenase A; activity change, % (values are at about 110 or 230 µM); AID 1347041; purified LDHA, NADH/diaphorase-resazurin fluorescence; stronger effect = lower value; hit rate 0.15% among 480,000; P00338; in the data active = activity change below about -30%; inconclusive = mostly about -25% to -30%;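 note: plate controls were DMSO wells for no effect and wells without enzyme for full effect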
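Human LDH5 at 2 nM final in Tris HCl pH 7.4 with 0.06 mM NADH and 0.2 mM pyruvate, reacted 5 minutes at room temperature. Remaining NADH coupled via diaphorase/resazurin; resorufin fluorescence read at 0 and 20 minutes, normalized to enzyme-free and DMSO wells.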
POLH inh = inhibitors of human DNA polymerase eta | Potency, µM (series often up to 114 µM), for the others: top-dose activity change, negative = inhibition, actives largely listed as inhibitors | Q9Y253 | recombinant Pol eta, fluorescent DNA replication assay | hit rate 1.2% among 390,000; note: potency is the fitted concentration of half-maximal effect; % is set by controls: 0 for no effect and ±100 for the full control effect
Target sequence (Q9Y253 whole entry, looked up): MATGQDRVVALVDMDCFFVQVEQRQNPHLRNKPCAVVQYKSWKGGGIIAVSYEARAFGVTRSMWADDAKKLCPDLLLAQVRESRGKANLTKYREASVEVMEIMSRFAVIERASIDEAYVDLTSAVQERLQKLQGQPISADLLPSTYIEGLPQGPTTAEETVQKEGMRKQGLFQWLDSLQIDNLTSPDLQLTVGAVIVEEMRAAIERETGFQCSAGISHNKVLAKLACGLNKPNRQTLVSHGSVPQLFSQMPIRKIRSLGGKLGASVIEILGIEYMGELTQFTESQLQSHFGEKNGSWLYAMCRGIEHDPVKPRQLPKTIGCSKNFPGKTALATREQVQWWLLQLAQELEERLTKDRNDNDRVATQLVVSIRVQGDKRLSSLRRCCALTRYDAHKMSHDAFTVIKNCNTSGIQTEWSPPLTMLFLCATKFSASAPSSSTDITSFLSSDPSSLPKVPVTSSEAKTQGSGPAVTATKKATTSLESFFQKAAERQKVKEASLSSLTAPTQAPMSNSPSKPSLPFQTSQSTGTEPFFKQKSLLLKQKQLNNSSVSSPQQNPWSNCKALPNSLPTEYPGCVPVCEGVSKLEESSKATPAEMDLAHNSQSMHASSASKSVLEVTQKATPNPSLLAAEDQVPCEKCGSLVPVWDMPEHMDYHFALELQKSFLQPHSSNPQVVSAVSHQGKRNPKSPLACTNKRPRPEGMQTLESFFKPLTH
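Fluorescent replication assay: 50 nM final substrate added after a 15 min room-temperature compound preincubation with 10 nM enzyme. Signal taken at 0 min and again at 10 min.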
GRP78 ERSR act = induces the endoplasmic reticulum stress response in human glioma cells; U87-MG GRP78 promoter luciferase reporter, 16 h; Potency, µM, for the others: top-dose activation, most hits filed as activators; hit rate 0.02% among 420,000; note: potency is the fitted concentration of half-maximal effect; series mostly up to about 76 µM; % of control where 0% means no effect; nearly all actives have a fitted effect of over 35% in size
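ERSR induction read as luciferase luminescence (Bright-Glo, 10 min at room temperature) in stably transfected human U87-MG glioma cells exposed to compounds for 16 h, using GRP78 as sensor.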
Anesthetic bind = candidate novel general anesthetic via apoferritin binding; P02791; apoferritin/1-aminoanthracene competitive binding, fluorescence; Potency, µM (highest dose often 77.5 µM), for the others: top-dose activity change, negative = displacement, most hits filed as inhibitors; hit rate 0.074% among 350,000; AID 485281; note: potency is the fitted concentration of half-maximal effect; % is set by controls: 0 for no effect and ±100 for the full control effect; nearly all actives have a fitted effect of over 20% in size
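In PBS, apoferritin at 10 uM is loaded with 1-AMA from a 50% saturated solution. After 10 min of compound exposure at ambient temperature, reduced 535 nm fluorescence indicates probe displacement.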
APE1 inh = blocks human APE1 abasic DNA cleavage; recombinant APE1, TAMRA/BHQ-2 abasic DNA cleavage fluorescence; Potency, µM (highest dose often 65.8 µM), inactives show at the top dose activity change, negative = inhibition, usual class: inhibitors; hit rate 0.35% among 350,000; AID 2517;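 note: potency is the fitted concentration of half-maximal effect; plate controls were vehicle for no effect and reference inhibitor for full effect; nearly all actives have a fitted effect of over 55% in size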
Target sequence (P27695 whole entry, looked up): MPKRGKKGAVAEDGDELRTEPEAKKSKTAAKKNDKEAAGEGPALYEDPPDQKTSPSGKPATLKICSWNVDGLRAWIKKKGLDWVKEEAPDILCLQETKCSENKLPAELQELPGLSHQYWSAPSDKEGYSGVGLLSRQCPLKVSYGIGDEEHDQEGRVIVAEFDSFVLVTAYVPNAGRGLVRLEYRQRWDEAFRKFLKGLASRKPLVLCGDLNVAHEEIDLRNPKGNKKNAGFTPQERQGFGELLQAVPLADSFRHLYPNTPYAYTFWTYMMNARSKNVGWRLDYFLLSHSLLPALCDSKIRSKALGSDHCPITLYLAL
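Kinetic fluorescence read (525 ex/598 em nm, three reads 60 s apart) of AP-site incision; signal = third minus first read. Enzyme 0.75 nM, dual-labelled THF duplex 50 nM, compound preincubation 15 min RT.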
An asterisk follows results filed as active; ? = inconclusive; · = not tested or not shown; & = joins results of further samples; [ ] = remark or other dose. Unless noted, calls come from the whole dose curve; as a rule, active = well fitted curve in the direction sought with a large enough effect; inconclusive = small, poorly fitted or top-dose-only effect, or another doubt; inactive = no such curve, though single readings can be large; an effect the other way counts as inactive or inconclusive. These rows are one share of the data, so the mix of outcomes need not match the whole.

SMILES	BLM helicase inh	Pol iota inh	Pol beta inh	Pol kappa inh	LDHA inh	POLH inh	GRP78 ERSR act	Anesthetic bind	APE1 inh
Cc1ccc(C(C(=O)NCc2ccco2)N(C(=O)CNC(=O)c2cccs2)c2ccc(C)cc2C)cc1 (configuration not stated)	0%	23%	16%	-5%	2	-3%	-2%	-12%	10%
CCCCNC(=S)Nc1ccc(Oc2ccccc2)cc1	-22%	23%	1%	2%	-2	-13%	2%	-7%	2%
CC(C)(C)NC(=S)Nc1cccc(C(F)(F)F)c1	-7%	76%[activator]	-5%	-15%	-4	-10%	-3%	-18%	-2%
CCOC(=O)C1=C(C)OC(N)=C(C#N)C1c1ccc(OC)c(C)c1OC (configuration not stated)	-4%	7%	2%	-3%	4	-7%	-4%	-7%	-6%
O=C(c1nn2c(C(F)(F)F)cc(-c3cccs3)nc2c1Cl)N1CCCc2ccccc21	-9%	4%	48%	-9%	0	-9%	1%	-7%	1%
CN(C)CCCN1C(=O)CSC1c1ccccc1 (configuration not stated)	3%	-12%	2%	14%	0	-6%	-3%	-5%	-2%
COc1ccc(CCNC(=S)Nc2cccc(C)c2C)cc1	-7%	6%	-1%	-10%	-2	-10%	-5%	-16%	-1%
Cc1cc(Cl)ccc1OCC(=O)N(Cc1ccco1)C1CCS(=O)(=O)C1 (configuration not stated)	-2%	61%[activator]	-2%	-2%	-1	-23%	1%	-3%	-1%
COc1ncccc1C(=O)N1CCCC(N2CCN(c3cccc(Cl)c3)CC2)C1 (configuration not stated)	2%	?	24%	-1%	-3	-14%	5%	-12%	-5%
COCCCn1c(SCC(=O)Nc2ccc(OC)cc2)nc2c(sc3ccccc32)c1=O	-7%	9%	3%	-9%[60.1 µM]	-8	-8%	-1%	3%	·
O=C(NC(=O)c1ccccc1)Nc1ccccn1	2%	·	9%	·	·	·	·	-4%	27%
Cc1ccc2c(c1)N(CC(=O)Nc1ccccc1C(F)(F)F)C(=O)c1cccnc1O2	-2%	?	-20%	-14%	-16	-8%	-3%	?	·
C/C(CC(=O)N1CCN(C=O)CC1)=N\NC(=O)c1ccc([N+](=O)[O-])cc1	-5%	4%	5%	-14%	6	5%	-2%	-3%	6%
Cc1c(CC(=O)N[C@@H](C)C(=O)O)c(=O)oc2c(C)c3occ(-c4ccccc4)c3cc12	-3%	?	-29%	?	?	4%	0%	-6%	9%
CCOC(=O)[C@H]1[C@H]2COc3ccc(Cl)cc3[C@@H]2N2C(=O)[C@@H](C)NC(=O)[C@@]12C	·	17%	·	9%	-1	-1%	-4%	·	21%
Cn1cc(C(=O)Nc2ccc(Cl)c(Cl)c2)cn1	·	22%	·	6%	2	1%	7%	·	·
COC(=O)[C@@H](N)CSC/C=C(\C)CC/C=C(\C)CCC=C(C)C	-6%	·	·	6%&2%[19.4 µM]	·	·	0%&-3%	?	-1%&0%&2%
CCOc1ccc2nc(N3C(=O)CNC3=S)sc2c1	-3%	17%	1%	-9%	-7	-19%	-8%	0%	-1%
Cc1ccc(C(c2sc3nc(-c4ccco4)nn3c2O)N2CCC3(CC2)OCCO3)cc1 (configuration not stated)	0%	22%	4%	-2%[60.1 µM]	-2&-3	-18%	-3%	-1%	·
Cc1cccc(N(CC(=O)NCCSc2nc3ccccc3s2)S(=O)(=O)c2ccccc2)c1	-5%	·	4%	·	·	·	·	-8%	-5%
CN(C)CCNc1ncnc2c1sc1nc(-c3ccccc3)c3c(c12)CCCC3	-9%	40%[activator]	12%	10%	6	-23%	-17%	-16%	2%
COc1cc2[nH]c(C(=O)NCC3CCCO3)cc2c(OC)c1OC (configuration not stated)	-2%	70%[activator]	2%	-9%	-1&-3	-21%	0%	8%	28%
O=S(=O)(CC(O)CS(=O)(=O)c1ccc(Cl)cc1)c1ccccc1 (configuration not stated)	-2%	-29%	1%	0%	0	-18%	-5%	-8%	-6%
Cc1ccc(NC(=O)CSc2nc(-c3ccco3)nc3cc(=O)[nH]n23)cc1	-7%	?	50µM*	-26%	1	-8%	-3%	1%	·
COc1cccc(CN2CC(C(=O)N(C)CCc3ccccc3)CCC2=O)c1 (configuration not stated)	-1%	44%[activator]	34%	-3%	-6	-11%	6%	-2%	11%

Complete entries from above. Screens in order: BLM helicase inh	Pol iota inh	Pol beta inh	Pol kappa inh	LDHA inh	POLH inh	GRP78 ERSR act	Anesthetic bind	APE1 inh
`CCOc1ccc2nc(N3C(=O)CNC3=S)sc2c1` across the screens: -3%	17%	1%	-9%	-7	-19%	-8%	0%	-1%
`COCCCn1c(SCC(=O)Nc2ccc(OC)cc2)nc2c(sc3ccccc32)c1=O` across the screens: -7%	9%	3%	-9%[60.1 µM]	-8	-8%	-1%	3%	·

At a glance, some entries already given:
SMILES	BLM helicase inh	Pol iota inh	Pol beta inh	Pol kappa inh	LDHA inh	POLH inh	GRP78 ERSR act	Anesthetic bind	APE1 inh
Cc1ccc(C(C(=O)NCc2ccco2)N(C(=O)CNC(=O)c2cccs2)c2ccc(C)cc2C)cc1 (configuration not stated)	0%	23%	16%	-5%	2	-3%	-2%	-12%	10%
CCCCNC(=S)Nc1ccc(Oc2ccccc2)cc1	-22%	23%	1%	2%	-2	-13%	2%	-7%	2%

The main list resumes; the five compounds before the break are reprinted first.
SMILES	BLM helicase inh	Pol iota inh	Pol beta inh	Pol kappa inh	LDHA inh	POLH inh	GRP78 ERSR act	Anesthetic bind	APE1 inh
CN(C)CCNc1ncnc2c1sc1nc(-c3ccccc3)c3c(c12)CCCC3	-9%	40%[activator]	12%	10%	6	-23%	-17%	-16%	2%
COc1cc2[nH]c(C(=O)NCC3CCCO3)cc2c(OC)c1OC (configuration not stated)	-2%	70%[activator]	2%	-9%	-1&-3	-21%	0%	8%	28%
O=S(=O)(CC(O)CS(=O)(=O)c1ccc(Cl)cc1)c1ccccc1 (configuration not stated)	-2%	-29%	1%	0%	0	-18%	-5%	-8%	-6%
Cc1ccc(NC(=O)CSc2nc(-c3ccco3)nc3cc(=O)[nH]n23)cc1	-7%	?	50µM*	-26%	1	-8%	-3%	1%	·
COc1cccc(CN2CC(C(=O)N(C)CCc3ccccc3)CCC2=O)c1 (configuration not stated)	-1%	44%[activator]	34%	-3%	-6	-11%	6%	-2%	11%
Cc1c(Cl)cccc1NC(=O)c1nc(C)n(-c2cc(OC(C)C)c(Cl)cc2Cl)n1	-6%	31%[activator]	35%	-6%	0	-3%	-1%	?	11%
CN1CCN(CCC=C2c3ccccc3Sc3ccc(S(=O)(=O)N(C)C)cc32)CC1	26%&31%	22%	·	-5%	-14	-15%	-1%&-2%&4%	·	-7%&-9%&18%
CCN(CC)CCNC(=O)c1sc2ncn(CC(=O)Nc3ccc(C)c(Cl)c3)c(=O)c2c1C	4%	105%[activator]	15%	-6%	-10	-20%	-8%	-23%	2%
Oc1ccc[n+](/C=C\c2ccccc2)c1	·	-13%	·	11%	-1	-3%	-1%	·	17%
O=C1CNC(=S)N1CCc1ccc(Cl)cc1	-1%	8%	-5%	1%	-3	-20%	-2%	-3%	4%
O=S(=O)(c1ccc(Cl)cc1)N1CCCC1c1nc(-c2cccc(Cl)c2)no1 (configuration not stated)	-9%	0%	1%	3%	-2	-22%	-4%	-14%	-3%
CCCN(CCC)C(=O)CCSCCC(=O)N(CCC)CCC	-1%	17%	13%	-12%	5	-21%	-5%	1%	0%
COc1ccc(-c2nc(S(=O)(=O)c3ccccc3)c(N3CCC(C)CC3)o2)cc1	-6%	31%[activator]	-14%	9%	2	-16%	-3%	-9%	·
COc1ccccc1NS(=O)(=O)c1cc(NC(=O)COc2ccccc2)ccc1N1CCOCC1	·	2%	·	-2%	0	-4%	-4%	·	-19%
COC(=O)c1cc(C(=O)OCC(=O)NNC(=O)c2cccs2)cc([N+](=O)[O-])c1	·	48%[activator]	·	-11%	-2	-11%	-4%	·	-7%
COc1ccc(Cn2c(=O)n(Cc3ccco3)c(=N)c3c4c(sc32)COC(C)(C)C4)cc1	-6%	-5%	-3%	-15%	-4	-13%	-1%	-19%	-9%
COc1ccc(OC)c(C(=O)/C=C/c2ccccc2C(F)(F)F)c1	-10%	?	19%	-18%	7	-15%	?	-23%	-3%
O=C(CCCN1C(=O)/C(=C/c2ccccc2)SC1=S)Nc1ccc(C(=O)O)c(O)c1	2%	4%	-18%	-1%	2	-5%	10%	?	58%[activator]
CC(=O)c1cccc(NC(=O)COC(=O)c2ccccn2)c1	1%	-1%	0%	-2%	-1	-16%	4%	-4%	52%[activator][12.4 µM]
Clc1ccccc1CNc1nc2ccccc2c2nc(-c3ccccc3)nn12	-3%	-4%	18%	-4%	-6	-1%	1%	61%[activator]	·
COc1ccc(C2=NN(C(=O)CSc3nnc(-c4ccccc4F)o3)C(c3ccco3)C2)cc1 (configuration not stated)	-4%	21%	?	-13%	-3	-3%	-3%	-11%	-7%
COc1ccc(Nc2nnc(SCC3CCCO3)s2)cc1 (configuration not stated)	-2%	133%[activator]	6%	-3%	-1	-17%	3%	?	-2%
CCOC(=O)CSc1nc(C)c2ccc(C)cc2n1	3%	12%	8%	-9%	-3&-6	-13%	1%	-6%	-6%
CC(=O)c1cccc(NC(=O)/C(=C/c2ccco2)NC(=O)c2ccco2)c1	-2%	13%	6%	-3%	2	-19%	-7%	-8%	17%
COc1ccc(C2C(C(=O)c3ccc(C)o3)=C(O)C(=O)N2Cc2ccco2)cc1OC (configuration not stated)	2%	22%	35%	10%	3	-9%	-4%	-14%	-6%
CCn1cc(C(=O)N[C@H](C(=O)NCCO)C(C)C)c(=O)c2cc3c(cc21)OCO3	-2%	8%	10%	-20%	6	0%	-1%	-1%	4%

Records above printed as active in Pol beta inh.
SMILES	BLM helicase inh	Pol iota inh	Pol beta inh	Pol kappa inh	POLH inh	GRP78 ERSR act	Anesthetic bind	APE1 inh
Cc1ccc(NC(=O)CSc2nc(-c3ccco3)nc3cc(=O)[nH]n23)cc1	-7%	?	50µM*	-26%	-8%	-3%	1%	·
